EPAC2 agonist – qHTS for Agonist of cAMP-regulated guanine nucleotide exchange factor 4 (EPAC2): primary screen; EPAC2 activation, biochemical qHTS; response scale: 100% = 6.5 mM cAMP response; 360,000 tested, 0.079% active; Rap guanine nucleotide exchange factor 4 (Homo sapiens), Q8WZA2; Potency, µM (top dose mostly 154 µM), for inactives: at the highest dose activation, usual class: activators; note: potency is the fitted concentration of half-maximal effect; nearly all actives have a fitted effect of over 50% in size
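qHTS, titration series. 100 nM EPAC2 / 250 nM Rap1B-BODIPY-GDP / 50 uM GDP; RT; ex 480/em 540 nm, 5-min reads to 30 min. Norm. to 6.5 mM cAMP = activation.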
Abeta yeast res – qHTS for compounds that reverse cellular toxicity of Amyloid beta (A-beta) peptide in yeast: Primary Screen; yeast expressing A-beta42, growth rescue, OD600, 48 h; response scale: 0% DMSO, 100% iron-clioquinol control; Potency, µM (top dose mostly 46.1 µM), inactives show top-dose growth rescue, hits mostly activators; 410,000 tested, 0.063% active; AID 1347071, 2019; note: potency is the fitted concentration of half-maximal effect; nearly all actives have a fitted effect of over 55% in size
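Growth rescue measured by 600 nm absorbance after 48 h yeast culture at 30 C with compound. Values normalized between DMSO and an equimolar ferric chloride plus clioquinol control.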
TDP43 rescue – qHTS of TDP-43 Inhibitors; 410,000 tested, 1.8% active; Potency, µM (top dose mostly 46.1 µM), inactives show at the highest dose growth rescue (activation), actives largely listed as activators; TDP-43 expressing yeast growth rescue, BacTiter-Glo, 24 h; note: potency is the fitted concentration of half-maximal effect; % of control where 0% means no effect; nearly all actives have a fitted effect of over 50% in size
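In this qHTS, compounds that restore growth of yeast expressing TDP-43 appear as activators. Cells (OD600=0.02, galactose medium, raffinose-pregrown) are incubated with compound 24 hr at 30 deg C and growth is quantified by BacTiter-Glo.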
aSyn yeast inh – qHTS of alpha-syn Inhibitors; Yeast expressing alpha-synuclein, growth rescue, BacTiter-Glo, 24 h; Potency, µM (highest dose often 46.1 µM), inactives show at the highest dose growth rescue (activation), actives largely listed as activators; 370,000 tested, 0.14% active; note: potency is the fitted concentration of half-maximal effect; % of control where 0% means no effect; nearly all actives have a fitted effect of over 65% in size
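Rescue of yeast growth: cells expressing toxic alpha-synuclein, induced in galactose at OD600 0.02, incubated with compound 24 h at 30 C. ATP luminescence quantified growth; inhibitors of toxicity appear as activators.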
FUS yeast rescue – qHTS for Suppressors of FUS Proteinopathy: Primary screen using FUS-linked yeast assay; S. cerevisiae FUS-expressing, growth rescue, OD600, 24 h; Potency, µM (highest dose often 76.6 µM), inactives show at the highest dose growth rescue (activation), most hits filed as activators; 390,000 tested, 0.24% active; AID 1347120, 2019;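 note: potency is the fitted concentration of half-maximal effect; plate controls were DMSO vehicle for no effect and reference control for full effect; nearly all actives have a fitted effect of over 55% in size; some results filed as inactive show a strong effect at the top dose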
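Toxicity suppression screen in FUS-yeast. Cells induced with 2% galactose, starting OD 0.005, treated 24hr at 30C with compounds at multiple final concentrations; growth by OD600.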
EPAC2 antagonist – qHTS for Antagonist of cAMP-regulated guanine nucleotide exchange factor 2 (EPAC2): primary screen. Rap guanine nucleotide exchange factor 4 (Homo sapiens), Q8WZA2. AID 720708, 2013. Potency, µM (top dose mostly 114 µM), without a hit: at the top dose activity, negative = inhibition, most hits filed as inhibitors. EPAC2 GEF exchange of Rap1B-BODIPY-GDP, fluorescence. 360,000 tested, 0.18% active; note: potency is the fitted concentration of half-maximal effect; % is set by controls: 0 for no effect and ±100 for the full control effect; nearly all actives have a fitted effect of over 45% in size; many of its hits are not listed in these tables
D3 ag – qHTS of D3 Dopamine Receptor Agonist: qHTS; D(3) dopamine receptor (Homo sapiens), P35462; D3R DiscoveRx beta-arrestin cells, luminescence, 90 min; max activation, %; 410,000 tested, 0.58% active; AID 652048, 2013; in the data active = max activation above about 30%; note: 0% is about no effect; mostly tested at two doses, the higher about 12 µM
Target sequence (P35462 whole entry, looked up): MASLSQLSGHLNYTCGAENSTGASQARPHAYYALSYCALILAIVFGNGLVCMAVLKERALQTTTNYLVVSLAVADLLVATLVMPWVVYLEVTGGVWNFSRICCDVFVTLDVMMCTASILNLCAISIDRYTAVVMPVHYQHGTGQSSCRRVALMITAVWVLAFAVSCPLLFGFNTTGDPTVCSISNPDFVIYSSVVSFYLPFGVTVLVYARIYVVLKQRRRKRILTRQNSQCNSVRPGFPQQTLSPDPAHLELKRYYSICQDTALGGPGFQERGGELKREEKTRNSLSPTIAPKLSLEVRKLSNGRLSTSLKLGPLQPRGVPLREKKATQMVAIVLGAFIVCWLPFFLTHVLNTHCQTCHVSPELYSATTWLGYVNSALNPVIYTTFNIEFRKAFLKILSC
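Cells at 1500/well, incubated overnight, then treated with pinned compounds (dopamine as control) for 90 min at 37 degrees C. DiscoveRx reagent added for 30 - 60 minutes at room temperature; luminescence read.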
D3 antag – qHTS of D3 Dopamine Receptor Antagonist: qHTS; 360,000 tested, 2.5% active; D3R cells, DiscoveRx beta-arrestin luminescence, antagonist mode; active compounds read low; AID 652054, 2013; max response, negative = inhibition, %; in the data active = max response below about -50%; inconclusive = no clear call, values can overlap the other calls; note: % is set by controls: 0 for no effect and ±100 for the full control effect; mostly tested at two doses, the higher about 12 µM
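Cells expressing the human receptor were seeded at 1500 cells/well, incubated overnight at 37 degrees C in 5% CO2, then exposed to library compounds with dopamine controls for 90 minutes at 37 degrees C before luminescent detection.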
The depositor's hits bear a star; ? = inconclusive; . = not tested or not shown; [ ] = dose if it differs, or a comment. Unless noted, calls come from the whole dose curve; as a rule, active = well fitted curve in the direction sought with a large enough effect; inconclusive = small, poorly fitted or top-dose-only effect, or another doubt; inactive = no such curve, though single readings can be large; an effect the other way counts as inactive or inconclusive. Only part of the results is shown; rates above refer to the full screens.

SMILES	EPAC2 agonist	Abeta yeast res	TDP43 rescue	aSyn yeast inh	FUS yeast rescue	EPAC2 antagonist	D3 ag	D3 antag
Cc1ccc(C)c(N2CCN(C(=O)C3CCCN(S(=O)(=O)c4ccc5c(c4)oc(=O)n5C)C3)CC2)c1 (stereo unspecified)	.	-0.7%	1.8%	.	?	.	5.8	.
CCn1cc(C(=O)O)c(=O)c2cc(F)c(N3CCN(C(=S)Nc4ccc(OC)cc4)CC3)cc21	-2.5%	-8.3%	12.3%	3.1%	34.1%	3.9%	0.2	3.4
Cc1nn(C)c2ncc(C(=O)c3cc(F)ccc3O)cc12	-0.1%	11.0%	-6.9%	9.3%	-6.2%	-4.3%	3.7	6.1
CC(C)OC(=O)C(CC(=O)O)NCc1ccccc1 (stereo unspecified)	-1.0%[15.6 µM]	-11.8%	2.1%	-2.3%	-25.1%	11.1%	-2.1	?
COCCCNc1nc2c(-c3cccc(C)c3)nnn2c2ccccc12	-5.0%	3.2%	7.6%	?	-14.4%	27.6%	-2.1	-23.9
COC(=O)Nc1ccc2ccc3c(NC(=O)OC)ccc4ccc1c2c43	3.1%	-5.9%	?	12.8%	.	15.2%	-8.4	-24.2
O=C(CSc1n[nH]c(=O)[nH]c1=O)NC1CCCCC1	3.1%	-7.8%	0.4%	2.2%	12.4%	1.3%	3.8	1.3
Cc1cccc(N2CCN(C(=O)Cn3nc(Cc4cccnc4)c4ccccc4c3=O)CC2)c1C	.	-3.8%	2.6%	.	32.2%	.	-21.5	.
COc1ccccc1CCN=C(N)NS(=O)(=O)c1cc(F)ccc1F	-4.8%	-2.9%	-3.8%	2.0%	-0.4%	-7.5%	2.3	14.9
CCOC(=O)c1ccc(NC(=S)NCc2ccc(F)cc2)cc1	0.6%	?	15.3%	-2.6%	9.4%	-16.9%	-6.8	-9.8
O=C(Nc1ccccc1-c1nnn(CC(=O)N2CCN(c3ccccc3)CC2)n1)c1cccs1	7.2%	-4.4%	-7.2%	-3.8%	-8.0%	-4.2%	2.8	5.1
COc1ccc(CCn2c(O)c(C3=c4ccccc4=NC3=O)sc2=S)cc1OC	3.3%	-21.0%	4.3%	-5.1%	-4.3%	-7.4%	-2.3	-27.5

Rewritten with values under each structure: part of the list above.
Second line of a record – EPAC2 agonist, Abeta yeast res, TDP43 rescue, aSyn yeast inh, FUS yeast rescue, EPAC2 antagonist, D3 ag, D3 antag
> Cc1ccc(C)c(N2CCN(C(=O)C3CCCN(S(=O)(=O)c4ccc5c(c4)oc(=O)n5C)C3)CC2)c1 (stereo unspecified)
    ., -0.7%, 1.8%, ., ?, ., 5.8, .
> CCn1cc(C(=O)O)c(=O)c2cc(F)c(N3CCN(C(=S)Nc4ccc(OC)cc4)CC3)cc21
    -2.5%, -8.3%, 12.3%, 3.1%, 34.1%, 3.9%, 0.2, 3.4
> Cc1nn(C)c2ncc(C(=O)c3cc(F)ccc3O)cc12
    -0.1%, 11.0%, -6.9%, 9.3%, -6.2%, -4.3%, 3.7, 6.1

(continued)
SMILES	EPAC2 agonist	Abeta yeast res	TDP43 rescue	aSyn yeast inh	FUS yeast rescue	EPAC2 antagonist	D3 ag	D3 antag
Cc1ccc(NC(=O)C(c2ccccc2)N2CCN(CC(=O)N3CCOCC3)CC2)cc1 (stereo unspecified)	-0.7%	0.2%	-1.5%	2.0%[1.84 µM]	7.0%	-11.1%	1.6	2.0
O=C(Nc1nnc(Cc2ccc(Cl)cc2)s1)c1cccnc1	-2.6%	-4.9%	1.6%	-7.1%	11.5%	1.6%[57.1 µM]	0.4	-0.9
CCNC(=S)NNC(=O)c1csc2ccccc12	-5.0%	-7.6%	-20.6%	0.0%	42.4%	12.9%	-17.5	-25.6
O=C(CC1NCCNC1=O)Nc1ccccc1F (stereo unspecified)	.	-9.9%	-3.7%	.	13.6%	.	-4.2	.
O=C(NCCSCc1ccco1)Nc1ccccc1	10.7%	6.6%	-8.5%	0.7%	13.1%	4.3%	-1.7	-24.6
CCn1c(N2CCN(C(=S)Nc3ccc(OC)cc3)CC2)nc2ccccc21	7.0%	-13.0%	1.1%	-11.8%	-4.7%	-0.8%	-3.7	-7.0
COc1ccc(/C=N/NC(=S)Nc2ccccc2)cc1	5.6%	-22.0%	5.7%	0.3%	0.3%	0.9%	2.8	-14.2
CC(C)C(NC(=O)CN1C(=O)c2ccccc2S1(=O)=O)C(C)C	-0.2%	8.0%	20.9%	7.9%	-26.1%	-9.7%	4.7	22.7
Cc1ccc(-n2c(CCc3ccccc3)n[nH]c2=S)cc1C	-3.9%	?	?	-1.1%	11.2%	3.2%	-3.4	-0.7
CCOc1ccc(-c2ncncc2-c2ccc(OC)cc2)c(O)c1	6.2%	6.2%	24.8%	-0.6%	-10.3%	-11.8%	0.2	4.5
CC(=O)N1CCOc2ccc(S(=O)(=O)N3CCC(C(=O)NCc4ccc(Cl)cc4)CC3)cc21	-8.5%	2.0%	11.5%	-0.1%	22.8%	4.4%	3.6	-14.9
CCOC(=O)c1c(C)n(-c2ccccc2)c2ccc(OC(=O)c3cc(OC)cc(OC)c3)cc12	.	13.6%	27.0%	.	8.2%	.	10.4	.
O=C(/C=C/c1ccc2c(c1)OCO2)N1CCOCC1	-4.4%	-15.3%	-23.4%	-1.2%	7.6%	9.5%	1.0	43.3
CCOc1ccc(N2C(=O)CC(S/C(N)=N/N=C/c3cccs3)C2=O)cc1 (stereo unspecified)	12.1%	3.9%	21.6%	11.2%	.	-4.2%	3.5	17.4
Cc1nc2nc3c(cn2n1)C(=O)CC(c1ccccc1)C3 (stereo unspecified)	-0.5%	-14.4%	13.9%	-6.5%	.	16.5%	0.8	-9.6
COc1ccc(NC(=O)C[C@H]2C(=O)N(Cc3cccnc3)C[C@@H]2Cc2ccccc2)cc1	-3.2%	8.5%	12.6%	-0.8%	12.6%	6.6%	3.9	19.7
O=C(Cc1ccc(N2CCNC2=O)cc1)N1CCCC(Nc2cccc(F)c2)C1 (stereo unspecified)	7.1%	.	19.0%	-0.2%	11.3%	2.8%	-0.9	1.2
CS(=O)(=O)N1CCN(c2ccccc2NC(=O)c2ccc(Cl)cc2)CC1	-8.4%	29.9%	4.6%	1.9%	-5.6%	0.1%[57.1 µM]	-1.2	-10.6
O=C(CCC(=O)OCc1ccc([N+](=O)[O-])cc1)Nc1ccccc1Cl	4.9%	-6.1%	10.6%	0.4%	-5.0%	2.3%	-0.6	-11.3
CC1(C)CC(=O)C=C(c2cccc(OC(=O)c3ccc(-c4ccccc4)cc3)c2)C1=O	14.4%	-3.4%	10.8%	0.5%	12.5%	10.0%	-0.7	0.0
Cc1ccc(C(=O)N/C(=C\c2cn(C)c3ccccc23)C(=O)NCCCN2CCOCC2)cc1	4.4%	8.0%	-4.6%	-7.4%	5.0%	4.2%	-4.2	7.8
O=S1(=O)C=CC(c2ccccc2)C1 (stereo unspecified)	6.9%	-11.6%	5.4%	-4.1%	-7.0%	4.7%	-1.9	1.2
NC(=O)c1ccc(NC(=O)CSc2nncn2-c2ccccc2)cc1	4.0%	-1.5%	11.1%	1.6%	-1.4%	4.9%	1.5	-2.1
C/C(=N\Oc1cccc(F)n1)c1ccc(Cl)cc1Cl	12.6%	-6.0%	18.8%	-23.0%	-3.5%	7.0%	-0.6	?
O=c1c2ccccc2oc2cc(C#CC3(O)CCCCC3)ccc12	16.4%	-12.9%	25.7%	14.8%	?	6.5%	5.8	-0.7
O=C(O)c1ccc2c(=O)n3c(nc2c1)/C(=C/c1ccccc1C(F)(F)F)CCCC3	2.8%	15.1%	11.0%	3.3%	4.4%	1.5%	-8.2	6.4
CCOc1ccc(S(=O)(=O)NCCN2CCOCC2)c2ccccc12	10.0%	11.9%	-4.1%	0.2%	-0.4%	5.1%	1.1	11.7
O=C(NCCN1CCOCC1)c1cc(S(=O)(=O)Nc2ccccc2F)c(Cl)cc1Cl	5.2%	-19.3%	-11.4%	-5.8%	?	9.6%	-1.5	1.1
O=S(=O)(Nc1nc2n(n1)C(c1ccc(F)cc1)C=C(c1ccc(Cl)cc1)N2)c1ccccc1 (stereo unspecified)	.	-11.9%	0.0%[9.22 µM]	.	-2.1%	.	7.0	.
Cc1cc(C)cc(NC(=O)CCNS(=O)(=O)c2ccc3c(c2)oc(=O)n3C)c1	2.6%	14.1%	-18.6%	0.1%	17.0%	0.8%	11.2	4.8
CCOC(=O)CSc1nnc(CNc2ccc(F)cc2)o1	4.6%	9.8%	14.8%	7.9%	-2.0%	2.6%	2.2	30.7
Cc1ccccc1N1CCN(S(=O)(=O)c2nnc(NC(=O)c3ccc(C(C)C)cc3)s2)CC1	.	-1.3%	17.9%	.	-15.2%	.	9.5	.
CCOC(=O)c1ccc(NCc2cccnc2)cc1	-0.3%	-6.1%	15.3%	4.3%	-21.6%	-2.7%	-1.2	131.7
O=C(Cc1ccccc1)Nc1nc(-c2cccs2)cs1	12.9%	5.8%	?	-6.0%	8.5%	-4.9%	0.3	15.5
COc1ccc(S(=O)(=O)N2CCC(C(=O)N3CCCC3)CC2)cc1	4.9%	-4.7%	16.0%	0.1%	-4.8%	3.4%	3.0	0.0
Cc1ccccc1C(=O)c1cccn1CC(=O)NC(C)c1ccccc1 (stereo unspecified)	-4.0%	0.4%	?	1.1%	3.1%	0.9%	-4.4	3.3
CCOc1ccc(CN(C)C(=O)CNC(=O)c2sc3ccccc3c2Cl)cc1	3.3%	-3.2%	6.8%	-2.3%	-6.2%	-1.3%	-1.2	-5.3
NC(=O)CCC(NS(=O)(=O)c1ccc(Cl)cc1)C(=O)NCc1ccccc1Cl (stereo unspecified)	-1.0%	8.9%	-0.4%	-5.5%	.	-0.8%	-13.0	-1.0
O=C(O)C1C2C=CC(C2)C1C(=O)Nc1cccc(Cl)c1 (stereo unspecified)	3.9%	-3.7%	7.3%	4.1%	-7.3%	-0.8%	-5.1	6.3
CN1OC[C@@H]2CN(S(=O)(=O)c3cccc4ccccc34)[C@H](c3ccc(N4CCCCC4)cc3)C[C@@H]21	5.9%	-11.1%	3.3%	-18.0%	2.7%	8.1%	-12.9	0.0
Cc1cc(F)ccc1C(O)c1ncc(-c2ccccc2F)[nH]1 (stereo unspecified)	12.0%	-10.8%	17.4%	3.8%	-17.9%	-24.4%	1.1	2.0

Compound activity as filed in PubChem.
